NCI-60 one-dose screen, 48 h, at 10 µM unless noted. Numbers give growth in % (100 = growth as untreated, 0 = no growth, -100 = all killed).
ACHN = ACHN renal cancer; hit rate 4.9% among 81,000
DU-145 = DU-145 prostate cancer | hit rate 4.2% among 81,000 | AID 1794760
RXF 393 = RXF 393 renal cancer cells. hit rate 6.9% among 77,000. AID 1794773
A498 = A498 renal cancer cells; AID 1794774; hit rate 5.4% among 76,000
786-0 = 786-0 renal cancer cells | hit rate 5.1% among 81,000 | AID 1794775
CAKI-1 = CAKI-1 renal cancer; hit rate 4.7% among 75,000
SN12C = SN12C renal cancer cells; hit rate 3.8% among 81,000; AID 1794767
UO-31 = UO-31 renal cancer; hit rate 5.2% among 81,000; AID 1794768
TK-10 = TK-10 renal cancer cells; hit rate 3.9% among 81,000
The depositor's hits bear a star; x = not tested or not shown; [ ] = another dose, or the depositor's remark. Rule for the calls: active = growth percent below 10; inactive = the rest.

SMILES	ACHN	DU-145	RXF 393	A498	786-0	CAKI-1	SN12C	UO-31	TK-10
O=c1ccccc(-c2ccc(Br)cc2)c1O	6.3*	20	46	32	8.5*	x	6.6*	-11*	22
O=Cc1ncc(-c2ccc(C(F)(F)F)cc2)c(NC2CCCCCC2)n1	-99*[100 µM]	-93*[100 µM]	-80*[100 µM]	-73*[100 µM]	-82*[100 µM]	x	-87*[100 µM]	-91*[100 µM]	-95*[100 µM]
O=C(NC(=S)Nc1ccc(NC(=S)NC(=O)c2ccccc2)cc1)c1ccccc1	110	114	x	89	107	x	93	72	110
Cc1ccccc1-c1noc(Cn2cc(-c3ccccc3)nn2)n1	100	106	120	106	100	89	95	80	98
COc1ccc(NC(=O)CSc2nc3ccc(Cl)cc3c(=O)n2-c2ccccc2C(F)(F)F)c(OC)c1OC	61	79	60	78	x	78	80	78	x
CCOC(=O)C1(C)CCCC1N (stereo not given)	106	108	104	106	103	88	101	84	99
CN(C)CCNC(=O)c1cc2c3ccccc3[nH]c2c2ncccc12	36	79	52	61	51	38	47	34	76
O=C1CC2CC=CCN2C=C1c1ccc(F)cc1 (stereo not given)	108	105	98	95	103	102	100	94	93
COc1ccc(/C=C(\C#N)n2nc3cc(F)c(F)cc3n2)cc1	104	108	101	x	102	92	104	83	117
COc1ccc(-c2ccnc(/N=C(\N)Nc3ccc(S(=O)(=O)Nc4nc(C)cc(C)n4)cc3)n2)cc1	93	109	x	118	114	88	108	68	112
CCCC(C)(O)CCC(C)(O)CCC (stereo not given)	108	125	111	105	100	104	105	85	107
Brc1cc(Br)cc(NNc2cc(Br)cc(Br)c2)c1	97	99	102	109	109	93	102	80	124
CC(=O)OCC1C(C)CCC(C)C1COC(C)=O (stereo not given)	106	104	92	107	102	102	94	81	106
COc1cc(OC)c(NC(=O)c2ccccc2Cl)cc1Cl	102	97	102	102	97	96	99	80	128
N=C(N)c1ccc(-c2ccc(-c3ccc(-c4ccc(Cl)c(Cl)c4)s3)s2)cc1	90	92	97	85	91	76	90	79	89
O=C1N(Cl)C2C(N1Cl)N(Cl)C(=O)N2Cl (stereo not given)	100	113	120	82	98	87	99	86	106
COCOc1ccc(/C=C/C(=O)NC(Cc2ccccc2)C(=O)C(=O)NCc2ccccc2)cc1OCOC (stereo not given)	100	104	91	82	106	100	100	92	106
COc1ccc(C2=NNC(c3ccc(Oc4ccc(Cl)cc4)cc3)C2)cc1OC (stereo not given)	90	89	95	74	85	90	85	76	84
C=CCn1c(-c2ccc3nc(-c4ccc([N+](=O)[O-])cc4)[nH]c3c2)n[nH]c1=S	99	112	104	91	101	99	108	92	117
Cc1c(Cc2c(C)n(C)n(-c3ccccc3)c2=O)c(=O)n(-c2ccccc2)n1C	106	129	105	104	109	94	103	88	102
ClCc1ccc(Oc2ccc(CCl)cc2)cc1	101	103	110	x	105	x	102	83	100
O=[N+]([O-])c1ccc(F)cc1	97	113	104	98	100	101	106	103	111
Cc1cc(C(NC(=O)C2CC3(CC(Nc4cccc5c4C(=O)N(C4CCC(=O)NC4=O)C5=O)C3)C2)c2ccc3c(c2)OC(F)(F)O3)c(O)c2ncccc12 (stereo not given)	5.5*	17	23	115	-13*	11	14	-5.1*	36
Cc1ccc(N/N=C(/C(=O)c2ccc(Cl)cc2)c2nc(C)cc(=O)[nH]2)cc1	99	102	41	108	83	113	100	x	136
CCCCCCCCCCCCCCCCCCNC(=S)N/N=C/c1c(O)ccc2ccccc12	103	105	100	95	103	94	99	81	94
O=C(O)c1ccc(Oc2ccc([N+](=O)[O-])cc2)c([N+](=O)[O-])c1	110	118	106	64	101	105	107	97	98
O=C1NC(=O)c2c1c1c3cc(Br)ccc3[nH]c1c1oc3ccc(F)cc3c21	-73*	-31*	-48*	-83*	-41*	-65*	-39*	11	67
CCC/C=C/C(C(=O)OCC)(C(=O)OCC)C(C)C	113	110	84	113	103	97	100	87	110
NC1=NC(c2c(O)cccc2Br)n2c(nc3ccccc32)N1 (stereo not given)	104	110	123	107	114	101	102	93	112
CC1(C)Oc2cc3oc(=O)ccc3cc2C[C@@H]1OCCOS(=O)(=O)C(F)(F)F	110	102	x	106	107	98	98	90	107

Record cards, from the list above:
Profile of O=C1NC(=O)c2c1c1c3cc(Br)ccc3[nH]c1c1oc3ccc(F)cc3c21 → ACHN = -73*; DU-145 = -31*; RXF 393 = -48*; A498 = -83*; 786-0 = -41*; CAKI-1 = -65*; SN12C = -39*; UO-31 = 11; TK-10 = 67
Profile of COCOc1ccc(/C=C/C(=O)NC(Cc2ccccc2)C(=O)C(=O)NCc2ccccc2)cc1OCOC (stereo not given) → ACHN = 100; DU-145 = 104; RXF 393 = 91; A498 = 82; 786-0 = 106; CAKI-1 = 100; SN12C = 100; UO-31 = 92; TK-10 = 106

Going on with the list:
SMILES	ACHN	DU-145	RXF 393	A498	786-0	CAKI-1	SN12C	UO-31	TK-10
Brc1cscc1Br	110	118	104	88	105	90	90	89	143
COc1ccc2c(c1)c(-c1nc(-c3cn(C)c4ncccc34)cs1)cn2C	96	107	90	77	89	117	97	x	85
CC[C@H](Nc1cc(C)nc(N)n1)c1nc2cccc(NCc3ccc(C(=O)NO)cc3)c2c(=O)n1-c1ccccc1	80	36	-6.0*	-3.6*	44	72	29	80	32
COC(=O)/C=C/c1c(C2(C)NC(=O)c3ccccc3N2)c(=O)oc2ccc(Cl)cc12 (stereo not given)	87	102	70	59	96	78	88	68	108
CCOC(=O)/C=C(C)/C=C/C1=C(C)CCCC1(C)C	103	112	92	117	99	99	103	95	94
CCOC(=O)C1=C(c2ccccc2)N=C2SC=C(c3cccc([N+](=O)[O-])c3)N2C1c1ccc(Cl)cc1 (stereo not given)	103	105	102	56	100	103	99	83	116
CCC(CO)NC(=O)/C=C/c1cccc(Br)c1 (stereo not given)	113	107	106	111	98	101	107	86	110
N#CCNC(=O)c1ccccc1	103	111	112	124	99	103	99	90	97
O=C(Cn1cnc2c(cc(-c3ccccc3)n2-c2ccncc2)c1=O)Nc1ccc(Cl)cc1	108	107	120	104	98	95	98	69	125
Cc1ccc(Nc2c(C(N)=O)cnc3ccc(C(=O)/C=C/c4ccc(N(C)C)cc4)cc23)cc1	88	99	96	76	112	x	98	90	101
CCC(NC(c1cc2cccc3ccc4cccc1c4c32)c1nnnn1C(C)(C)C)C1CCCCC1 (stereo not given)	54	70	70	x	67	63	81	72	81
COc1ccc(-c2nnc(SCC(=O)Nc3ccc(C(=O)/C=C/c4ccc(Cl)cc4)cc3)o2)cc1OC	x	79	96	89	71	x	48	72	53
NC1=Nc2c(sc(S)c2-c2nc3ccccc3s2)C(=O)OC1	91	116	111	101	105	104	80	68	152
CCOC(=O)c1ccc(NC(=O)Nc2nc3ccccc3s2)cc1	100	108	104	74	101	120	102	105	115
O=C(/C=C/c1cc2ccc1CCCCc1ccc(cc1)CCCC2)c1ccc(NC(=O)c2ccccc2CN2C(=O)c3ccccc3C2=O)cc1	97	102	101	x	100	82	93	70	106
COc1cc(-c2nnc(CNc3ccc(F)c(Cl)c3)o2)cc(OC)c1OC	95	104	118	93	107	83	97	78	102
Cc1[nH]c(-c2nc3ccccc3[nH]2)c(C)c1C(=O)NCc1ccccc1	104	108	100	x	101	94	101	93	114
Clc1ccc(-c2nc(-c3c[nH]c4ccccc34)cs2)cc1	81	100	107	104	108	79	99	57	98
CCc1nc2cc(F)c(/C=C/C(=O)NO)cc2c(=O)n1CCc1ccccc1	3.7*	7.9*	-13*	-14*	-5.3*	0.7*	14	-15*	1.9*
Cc1[nH]c(C(=O)Nc2ccccc2OCc2cccc(C(=O)NCCN)c2)c(Cl)c1Cl	101	100	65	x	34	86	58	75	138
CCCCSc1nc(N)nc2nc[nH]c12	102	103	107	80	89	96	101	97	95
C=C1C(=O)O[C@H]2[C@H]1CC/C(COC(=O)C(=O)c1cn(C)c3ccc(OC)cc13)=C\CC[C@@]1(C)O[C@@H]21	-58*	-79*	-95*	-100*	-87*	-44*	-51*	-92*	-61*
O=C(NC1CCCCC1)c1cc(NCc2cc(O)ccc2O)ccc1O	105	107	105	x	105	99	100	86	118
CCCCCCCCCc1ccc(OC(=O)CC)cc1	103	102	104	89	98	100	95	99	98
O=C(Cn1cc(COc2ncnc3sc4c(c23)CCCC4)nn1)Nc1ccccc1F	98	107	93	x	104	84	99	82	88
CCCCC(O)Cn1ncc(C(=O)OCC)c1NC(=O)NCc1ccccc1C(F)(F)F (stereo not given)	97	102	106	x	93	84	100	83	96
O=C(NCCCCO)c1cncnc1Nc1ccc(OCc2cccc(F)c2)c(Cl)c1	90	84	66	75	91	68	88	72	88
CC1(C)CC(=O)C([C@H](c2ccc(Cl)cc2)N2c3ccccc3Sc3ccccc32)C(=O)C1	94	105	86	84	95	89	101	76	95
CCn1c(CN2CCN(Cc3ccccc3)CC2)nc2cc(NC(=O)c3cccs3)ccc21	-79*	-58*	-92*	-92*	-68*	-92*	-88*	-97*	-94*
O=C1OC(c2ccccc2)=N/C1=C\c1ccccc1	104	113	106	x	96	110	102	95	117
COc1cc(/C=N/NC(=S)NNC(=S)Nc2ccccc2)cc(OC)c1OC	93	104	94	109	94	83	94	71	102
CCOC(=O)c1c(N)c(C#N)cn1-c1cc(OC)c(OC)c(OC)c1	101	110	112	94	103	92	101	89	99
Fc1cc2[nH]ncc2c2c3c(c(-c4cn[nH]c4C(F)(F)F)nc12)C1CCC3C1 (stereo not given)	-0.7*	5.0*	-90*	-80*	2.7*	-5.2*	6.1*	-44*	-11*
N#CCCN=Nc1c(O)[nH]c2ccc(F)cc12	103	106	103	76	94	85	101	81	108
NC(=O)c1c(NC(=O)c2ccccc2C(F)(F)F)sc2c1CCC(=O)C2	8.2*	81	42	86	37	-2.3*	40	-7.5*	28
O=C(CN1CCN(c2cc3c(cc2F)c(=O)c(C(=O)O)cn3C2CC2)CC1)N/N=C/c1cccs1	105	107	102	77	87	112	102	85	99
O=S1(=O)c2ccccc2NC(c2ccccc2)C1c1ccccc1 (stereo not given)	103	124	x	109	90	97	97	74	171
O=C(N/N=C/c1c[nH]c2ccccc12)c1cc(-c2ccccc2)on1	88	100	98	79	98	70	92	61	125
CC1CN(C(=O)c2sc3ccccc3c2Cl)CC(C)O1 (stereo not given)	97	99	95	89	96	107	99	86	91
C/C(=C(/C)C1CC1CCNS(=O)(=O)c1ccc(C)cc1)c1ccccc1 (stereo not given)	102	98	108	93	98	85	102	82	103
Cc1nc2ccccc2c(=O)n1C	105	107	110	123	102	84	99	93	98
Clc1ccc(Oc2nc3c(Cl)cccc3s2)cc1Cl	80	113	75	114	88	52	86	48	122
O=C(NCc1cccnc1)Nc1cccc2c(NC(=O)NCc3cccnc3)cccc12	97	105	110	127	94	84	99	81	118
COc1ccc(CCN2CCC(Nc3nc4ccccc4n3Cc3ccc(F)cc3)CC2)cc1	12	46	-68*	-9.1*	-97*	-1.3*	34	-20*	-6.6*
COc1ccc(C2CC(c3cccc(Nc4ccnc5cc(Cl)ccc45)c3)=NN2c2ccccc2)cc1 (stereo not given)	59	83	99	56	92	20	81	77	111
COc1cc([C@@H]2NC(=O)NC(C)=C2C(=O)Nc2nc(-c3ccc(Cl)cc3)cs2)ccc1O	98	102	x	102	98	83	97	69	103
O=C(n1ccc2cc(OS(=O)(=O)c3ccc(F)cc3)ccc21)C12CC3CC(CC(C3)C1)C2	89	95	97	110	93	56	84	61	97
CC(=O)Cc1ccccn1	100	107	119	107	101	88	111	88	109
O=c1c2cc(F)ccc2sc2c(-n3cccn3)nc3ccccc3c12	70	93	97	79	70	83	88	93	99
COc1ccc(-c2nc3ccccn3c2N)cc1	112	119	101	77	101	96	109	96	107
CCC1=C[C@@H]2CN(C1)Cc1c([nH]c3ccccc13)[C@@](C(=O)OC)(c1cc3c(cc1OC)N(C=O)[C@H]1[C@@](O)(C(=O)OC)[C@H](OC(C)=O)[C@]4(CC)[C@@H]5C[C@@H]5CN5CC[C@]31[C@@H]54)C2	36	-9.8*	41	-8.2*	26	8.3*	22	29	49
C[C@]12CC[C@@H]3c4ccc(O)cc4CC[C@H]3[C@@H]1C[C@H](O)[C@@H]2O	94	95	87	93	106	90	95	78	100
O=c1cc(N2CCNCC2)oc2c(-c3ccc4c(c3)OCCO4)csc12	100	93	103	109	95	x	109	90	98
C#Cc1cccc(Nc2ncnc3cc(OCCOC)c(OCCOC)cc23)c1	11	36	46	20	57	6.3*	50	17	-6.6*
CCCCCCCCCCCCCCCCOc1ccc(C(=O)NN)cc1N	94	112	91	104	98	97	96	62	97
Cc1cn(-c2cc(NC(=O)c3ccc(C)c(-n4cc(-c5cnc6cccnn56)nn4)c3)cc(C(F)(F)F)c2)cn1	86	105	98	185	95	95	86	58	111

Of the compounds above, these have a thiophene ring, fused or not:
SMILES	ACHN	DU-145	RXF 393	A498	786-0	CAKI-1	SN12C	UO-31	TK-10
N=C(N)c1ccc(-c2ccc(-c3ccc(-c4ccc(Cl)c(Cl)c4)s3)s2)cc1	90	92	97	85	91	76	90	79	89
Brc1cscc1Br	110	118	104	88	105	90	90	89	143
NC1=Nc2c(sc(S)c2-c2nc3ccccc3s2)C(=O)OC1	91	116	111	101	105	104	80	68	152
O=C(Cn1cc(COc2ncnc3sc4c(c23)CCCC4)nn1)Nc1ccccc1F	98	107	93	x	104	84	99	82	88
CCn1c(CN2CCN(Cc3ccccc3)CC2)nc2cc(NC(=O)c3cccs3)ccc21	-79*	-58*	-92*	-92*	-68*	-92*	-88*	-97*	-94*
NC(=O)c1c(NC(=O)c2ccccc2C(F)(F)F)sc2c1CCC(=O)C2	8.2*	81	42	86	37	-2.3*	40	-7.5*	28
O=C(CN1CCN(c2cc3c(cc2F)c(=O)c(C(=O)O)cn3C2CC2)CC1)N/N=C/c1cccs1	105	107	102	77	87	112	102	85	99
CC1CN(C(=O)c2sc3ccccc3c2Cl)CC(C)O1 (stereo not given)	97	99	95	89	96	107	99	86	91
O=c1cc(N2CCNCC2)oc2c(-c3ccc4c(c3)OCCO4)csc12	100	93	103	109	95	x	109	90	98

High-throughput results deposited in PubChem BioAssay by NCI.
